Assay outcomes as filed in PubChem.
JMJD2E inh = blocks human JMJD2E demethylase activity; B2RXH2; JMJD2E catalytic domain, FDH-coupled NADH fluorescence (FDH is formaldehyde dehydrogenase); Potency, µM (titrated, usually from 57.1 µM), without a hit: at the top dose activity change, negative = inhibition, hits mostly inhibitors; 230,000 compounds, 1.6% hits; AID 2147; active means well fitted inhibition curve with a large enough effect, not every such curve was filed as active; inconclusive means small, poorly fitted or top-dose-only effect, or another doubt; inactive means no such curve, though single readings can be large or run the other way;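 further: 0% = wells with enzyme and -100% = buffer wells without enzyme; nearly all actives have a fitted effect of over 50% in size; many of its hits are not listed in these tables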
Target sequence (B2RXH2 1-337 limits assumed): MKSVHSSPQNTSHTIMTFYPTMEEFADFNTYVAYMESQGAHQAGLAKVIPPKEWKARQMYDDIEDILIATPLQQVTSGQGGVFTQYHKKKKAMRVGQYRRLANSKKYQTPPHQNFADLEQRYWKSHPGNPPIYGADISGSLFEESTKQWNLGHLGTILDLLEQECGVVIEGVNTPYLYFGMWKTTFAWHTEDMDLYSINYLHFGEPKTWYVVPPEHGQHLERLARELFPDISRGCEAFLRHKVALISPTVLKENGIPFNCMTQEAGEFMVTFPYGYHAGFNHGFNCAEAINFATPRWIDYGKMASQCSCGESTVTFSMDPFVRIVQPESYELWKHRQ
Tau fibril FP = tau fibrillization inhibition (FP) | AID 1468 | Potency, µM (doses to about 57.7 µM), inactives show top-dose activity, negative = inhibition, actives largely listed as inhibitors | P10636 | 280,000 compounds, 0.39% hits | K18 P301L tau heparin fibrillization, Alexa594 FP, 6 h; further: nearly all actives have a fitted effect of over 55% in size
Target sequence (P10636 561-689 P618L limits assumed): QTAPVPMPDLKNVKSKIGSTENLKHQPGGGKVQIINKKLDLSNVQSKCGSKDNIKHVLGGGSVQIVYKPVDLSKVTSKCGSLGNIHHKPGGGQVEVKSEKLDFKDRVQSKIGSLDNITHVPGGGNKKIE
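FP of Alexa 594-tau after heparin (20 uM) induction. Substrate: human K18 P301L, 15 uM unlabeled, 0.24 uM labeled. Buffer 100 mM sodium acetate pH 7. 6 hr, 37 C.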
Tau ThT inhib = inhibitors of human tau fibril formation, thioflavin T binding. P10636. recombinant tau K18 P301L (four-repeat tau fragment), heparin-induced fibrillization, ThT fluorescence. Potency, µM (doses to about 57.4 µM), for the others: at the highest dose activity, negative = inhibition, actives largely listed as inhibitors. 270,000 compounds, 2.1% hits. AID 1460; further: nearly all actives have a fitted effect of over 55% in size
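Heparin-induced (20 uM) aggregation of recombinant human K18 P301L tau, 15 uM unlabeled with 0.24 uM labeled, pH 7 acetate buffer, 6 hr at 37 C with compound. Fibrils quantified by 30 uM ThT fluorescence after 1 hr ambient incubation.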
L3MBTL1 inh = inhibitors of human L3MBTL1; Q9Y468; AID 485360; Potency, µM (series often up to 57.1 µM), without a hit: at the highest dose activity, negative = inhibition, most hits filed as inhibitors; 230,000 compounds, 0.66% hits; AlphaScreen L3MBTL1–H3K9me1 peptide binding; further: nearly all actives have a fitted effect of over 60% in size
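L3MBTL1 (50 nM) pre-complexed 30 min with biotinylated H3(1-15)K9me1 peptide (75 nM), then compounds added for 30 min at room temperature; AlphaScreen streptavidin donor/nickel chelate acceptor beads (10 ug/mL final) read after 30 min dark incubation.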
GoLoco inh red = inhibitors of human Gai1-RGS12 GoLoco interaction (red fluorophore); P63096; Gai1:RGS12 GoLoco peptide FP, rhodamine, 10 min; Potency, µM (titrated, usually from 61.6 µM), inactives show top-dose activity, negative = inhibition, hits mostly inhibitors; 230,000 compounds, 0.44% hits; active means well fitted inhibition curve with a large enough effect, not every such curve was filed as active; inactive means no such curve, though single readings can be large or run the other way; further: nearly all actives have a fitted effect of over 30% in size; many of its hits are not listed in these tables
Target sequence (P63096 whole entry, looked up): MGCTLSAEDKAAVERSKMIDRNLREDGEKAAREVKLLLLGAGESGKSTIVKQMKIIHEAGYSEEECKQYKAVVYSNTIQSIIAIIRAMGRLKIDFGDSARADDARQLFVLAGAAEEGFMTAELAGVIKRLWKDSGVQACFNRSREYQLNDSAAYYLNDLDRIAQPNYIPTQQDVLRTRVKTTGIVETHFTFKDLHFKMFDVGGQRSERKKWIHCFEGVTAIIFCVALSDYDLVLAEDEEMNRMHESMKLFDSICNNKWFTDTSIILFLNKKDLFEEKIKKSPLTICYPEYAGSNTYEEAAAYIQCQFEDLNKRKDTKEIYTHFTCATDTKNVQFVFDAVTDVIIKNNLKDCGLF
RECQ1 helicase = RECQ1 (human) helicase inhibition; AID 2549; P46063; Potency, µM (highest dose often 57.3 µM), without a hit: top-dose activity, negative = inhibition, hits mostly inhibitors; RECQ1 DNA unwinding, red fluorescence kinetic read; 240,000 compounds, 0.54% hits;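 further: plate controls were vehicle for no effect and no enzyme for full effect; nearly all actives have a fitted effect of over 30% in size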
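50 nM RECQ1T1 preincubated 15 min with compound in Tris pH 8.0 buffer with MgCl2, DTT, Tween-20 and 2.5 ug/ml poly(dI-dC); started with 200 nM TAMRA/BHQ-2 forked duplex and 2 mM ATP. Unwinding read as fluorescence (525/598 nm), two reads 2 h apart.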
TRb-SRC2 inh = TRbeta-SRC2 interaction inhibition; P10828; Potency, µM (titrated, usually from 106 µM), inactives show top-dose activity change, negative = inhibition, actives largely listed as inhibitors; 280,000 compounds, 0.065% hits; TRbeta-SRC2 peptide binding, fluorescence polarization; receptor liganded with 1 µM T3;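 further: plate controls were bound peptide for no effect and peptide without receptor for full effect; nearly all actives have a fitted effect of over 50% in size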
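Human TRb LBD (0.6 uM) plus Texas Red-labeled SRC2 peptide (20 nM), 1uM T3, 5% DMSO, 5 hr at ambient temperature. Decreased polarization (555/632 nm) flags inhibition; data normalized to free and bound peptide controls.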
TexasRed fluor = Texas Red fluorescence interference in TRb-SRC2 counter-screen | TRb/SRC2 Texas Red total fluorescence interference | Potency, µM (highest dose often 106 µM), inactives show at the top dose fluorescence change, negative = quenching | 280,000 compounds, 0.29% hits; active means well fitted curve in either direction with a large enough effect; inconclusive means small, poorly fitted or top-dose-only effect
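Flags fluorescent or light-absorbing compounds by total fluorescence, S + 2P, at 555 nm excitation and 632 nm emission. Mixture: 20 nM Texas Red SRC2 peptide, 0.6 uM human TRb LBD, 1 uM T3, 5% DMSO; compound exposure 5 h at ambient temperature.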
Starred values were filed as active, the others as inactive; i = inactive; ? = inconclusive; / = no result given; & = joins results of further samples; [ ] = another dose, or the depositor's remark. Unless noted, the call rests on the fitted dose curve; in most records, active means well fitted curve in the direction sought with a large enough effect; inconclusive means small, poorly fitted or top-dose-only effect, or another doubt; inactive means no such curve, though single readings can be large; an effect the other way counts as inactive or inconclusive. Unless noted, on the % scale 0 is the no-effect control and ±100 the full control effect; potency means the concentration at half of the fitted maximal effect.

SMILES	JMJD2E inh	Tau fibril FP	Tau ThT inhib	L3MBTL1 inh	GoLoco inh red	RECQ1 helicase	TRb-SRC2 inh	TexasRed fluor
CC(C)NS(=O)(=O)c1ccc(NC(=O)NC2CCCCC2)cc1	-8%	2%	5%	4%	-4%	0%	3%	-6%
O=C(NC1CCCCC1)c1cc2ccccc2cc1O	-7%	2%	-18%	10%	-4%	-15%	7%	-4%
Cc1ccc(S(=O)(=O)/N=C(/Nc2ccc3[nH]c(=O)[nH]c3c2)c2ccccc2)cc1	-6%	2%	-2%	-5%	-15%	1%	-5%	1%
O=C(CSCc1ccccc1)NCCCN1CCOCC1	9%	5%	-6%	8%	11%	3%	7%	1%
CCn1c(SCC(=O)N2CCOCC2)nc2ccccc21	-12%	4%	-9%	13%	-3%	i	4%	-4%
CCCCN1C(N)=NC[C@@H]1Cc1ccc(O)cc1	10%	0%	9%	/	10%	-4%	0%	0%
Cc1c(NC(=S)/C=C2\N(C)c3ccccc3C2(C)C)c(=O)n(-c2ccccc2)n1C	-7%	11%	?	-6%	105%[activator]	-18%	12%	10%
O=C(Nc1ccc2c(c1)C(=O)NC2=O)c1ccc(Cl)s1	?	-15%	0%	6%	25%	-8%	1%	-3%
CN(Cc1ccccc1)c1nc2c(c(=O)[nH]c(=O)n2C)n1CCCc1ccccc1	4%	1%	-18%	-1%	5%	-3%	-1%	-5%
COc1cc(OC)cc(C(=O)NCCOC23CC4CC(CC(C4)C2)C3)c1	5%	1%	-13%	5%	14%	-12%	2%	-1%
CC(C)CNS(=O)(=O)c1ccccc1C(=O)N1CCCCC1	-1%	-4%	-2%	-2%	-14%	-7%	-6%	2%
CCc1ccc(NC(=O)CN2C(=O)C3CCCN3c3ccc(S(=O)(=O)N(CC)CC)cc32)cc1 (centres undefined)	/	5%	-12%	/	/	/	5%	1%
CCCCCC(=O)Nc1cccc(C2=NOC3(C2)C[C@@H](C(N)=O)N(C(=O)Cc2ccc([N+](=O)[O-])cc2)C3)c1 (some centres undefined)	1%	2%	-17%	/	13%	i	6%	-2%
COc1ccc(C(=O)NCc2nnc(SCC(=O)Nc3cccc(F)c3)o2)cc1	5%	-6%	0%	/	-3%	1%	7%	2%
CN(C)CCCCCN(C)Cc1cc2ccccc2o1	-7%	-5%	0%	-24%	1%	3%	0%	-2%
Cc1nc(-c2ccc(S(=O)(=O)Nc3cc(Cl)ccc3C)cc2)co1	/	-1%	6%	/	/	/	-2%	0%
Cc1ccc(S(=O)(=O)N2CCN(c3nc4ccccc4nc3-n3nc(C)cc3C)CC2)cc1	?	-7%	-6%	/	4%	-6%	6%	-4%
Cc1ccc(SCC(=O)NCc2ccco2)cc1	1%	-1%	2%	20%[11.4 µM]	-9%	-1%	7%	-1%
COC(=O)c1ccccc1NC(=O)CSc1nnnn1C	0%	4%	-1%	9%	8%	7%	0%	0%
CCOC(=O)c1ccc2cccc(C)n2c1=O	2%	-1%	-9%	-2%	5%	-4%	4%	-5%
Cc1ccccc1C(=O)OC(C)CN1CCN(C)CC1 (centres undefined)	0%	0%	-1%	/	-12%	-6%	-8%	-1%
CCN(C(=O)c1cc(S(=O)(=O)N2CCOCC2)cn1C)c1ccc(OC)cc1	/	-13%	10%	/	/	/	-9%	-2%
O=C(NCc1nnc(SCC(=O)N2CCN(c3ccccc3)CC2)o1)c1ccco1	3%	9%	-3%	-4%	-6%	-3%	-3%	-1%
O=C1CN(C(=O)c2ccc(Br)o2)C(c2ccccc2)c2cc(Cl)ccc2N1 (centres undefined)	0%	-6%	-15%	-26%	-4%	-22%	-1%	-5%
Nc1nc(C2CC(=O)OC23CCCCC3)cs1 (centres undefined)	-3%	2%	-8%	16%	1%	1%	2%	0%
COc1ccc(C)cc1NC(=O)C(NS(=O)(=O)c1cccs1)c1ccccc1 (centres undefined)	/	-2%	5%	/	/	/	-2%	8%
COc1cc(CNCCSc2nnnn2C)cc(Br)c1OCc1ccc(F)cc1	-1%	-1%	?	/	-7%	-18%	9%	1%
Clc1ccc2oc3c(Cl)ncnc3c2c1	-5%	-11%	-8%	24%	5%	-2%	2%	-3%
N#C/C(=C\c1ccc(O)c(O)c1)S(=O)(=O)c1ccccc1	25µM*	-2%	-14%	?	11%	-14%	0%	-2%
CCCN1C(=O)C2(c3ccccc31)c1c(oc3ccccc3c1=O)C(=O)N2CCCOC(C)C (centres undefined)	/	-11%	-3%	/	/	/	-9%	-40%
COc1ccccc1-c1nc(N)n[nH]1	-1%	1%	1%	3%	-2%	6%	8%	-4%
Cc1cccc(/C=C2\CCC(C3CCCC3)C2=O)c1 (centres undefined)	4%	-8%	-21%	11%	-2%	i	-8%	-2%
COc1cc(CNc2ncn[nH]2)cc(Br)c1OC	-6%	7%	-4%	8%	-5%	i	2%	2%
CCCc1nc2oc3ccccc3c(=O)c2c(=O)n1-c1ccc(C)cc1	-2%	3%	/	/	23%	-4%	6%	0%
CCn1cc(C(=O)NCc2ccco2)c2cc(OC)c(OC)cc2c1=O	-2%	4%	-4%	-17%	1%	3%	3%	-1%
CCS(=O)(=O)c1cccc(C(=O)N2CCN(c3nc4c(C)ccc(Cl)c4s3)CC2)c1	/	2%	-18%	/	/	/	-4%	0%

A few values from the entries so far:
Value for `CN(Cc1ccccc1)c1nc2c(c(=O)[nH]c(=O)n2C)n1CCCc1ccccc1` under TexasRed fluor: -5%
Value for `COC(=O)c1ccccc1NC(=O)CSc1nnnn1C` under TexasRed fluor: 0%
Value for `CN(C)CCCCCN(C)Cc1cc2ccccc2o1` under TexasRed fluor: -2%

Later entries:
SMILES	JMJD2E inh	Tau fibril FP	Tau ThT inhib	L3MBTL1 inh	GoLoco inh red	RECQ1 helicase	TRb-SRC2 inh	TexasRed fluor
COc1cccc(/C=N/NC(=O)CSc2cccc3cccnc23)c1	?	9%	?	?	-3%	18%	3%	-7%
COc1ccc(CC2(CO)CCN(Cc3cccnc3)CC2)cc1	8%	-2%[2.34 µM]	3%	-23%	62%[activator]	-9%	5%[53 µM]	2%[53 µM]
Cn1nc(C(F)(F)F)c(C#N)c1N1CCN(c2ccccn2)CC1	?	-11%	-4%	-7%	-3%	i	-1%	-1%
CNC(=S)N1CCN(c2c(F)cc3c(=O)c(C(=O)O)cn(C4CC4)c3c2OC)CC1C (centres undefined)	?	7%	-13%	/	5%	4%	-3%	2%
CCOC(=O)C1CCN(C(=O)N2CCOCC2)CC1	12%	-3%	-15%	3%	-2%	1%	2%	0%
O=C(O)c1cc(N2C(=O)C3C4C=CC(C4)C3C2=O)ccc1NCc1cccnc1 (centres undefined)	?	-15%	0%	/	-1%	-6%	-18%	0%
Cc1nn(-c2ccccc2)c(C)c1C(=O)Nc1ccc(N2CCOCC2)cc1	-24%	2%	?	4%	1%	-14%	-11%	-2%
COc1ccc2oc(=Nc3cc(F)ccc3F)c(C(N)=O)cc2c1	1%	1%	?	/	-9%	0%	2%	-1%
COc1cccc(CNC(=O)Cn2c(SCC(=O)Nc3ccc(F)cc3)nc3ccccc32)c1	/	-6%	-2%	/	/	/	-3%	0%
COc1ccccc1OCc1nc(C#N)c(NCCCn2ccnc2)o1	5%	3%	-8%	-7%	2%	3%	1%	3%
CC(NC(=O)COC(=O)/C(=C/c1cccs1)c1cccs1)c1ccccc1 (centres undefined)	0%	-5%	?	-3%	21%	-11%	-5%	-1%
CCCCCCNc1c(C(=O)OCC)c(=O)[nH]c2ccccc12	-5%	-1%	-11%	-1%	-5%	-4%	2%	0%
CCOc1ccc(Nc2nc(Nc3ccc(O)cc3)nc(C)c2[N+](=O)[O-])cc1	-1%	8%	-13%	-4%	16%	20%	4%	0%
CCOC(=O)c1[nH]c2cc(OC)c(OC)cc2c1NC(=O)CN1CCN(C)CC1	?	1%	-18%	/	-34%	-7%	-1%	0%
CCCCNC(=O)CSc1nc(N)c(C(=O)Nc2ccc(OC)cc2)s1	5%	9%	-15%	-1%	3%	-13%	-7%	-2%
COc1cnn(Cc2ccccc2)c(=O)c1SCc1ccccc1	1%	-2%	-7%	6%	2%	3%	0%	1%
CCN1CCCC1CNC(=O)c1ccc(N2CCOCC2)c(NS(=O)(=O)c2ccc(OC)cc2)c1 (centres undefined)	5%	4%	-5%	/	4%	-8%	6%	0%
Cc1onc(-c2c(F)cccc2Cl)c1C(=O)NC(=S)NC1CCSC1=O (centres undefined)	-6%	?	2%	-1%	7%	-12%	-4%	2%
CCOC(=O)c1nnn(-c2nonc2OC)c1-c1ccccc1	2%	6%	-4%	-2%	-3%	-10%	-8%	-3%
Cc1cc(C=O)c(C)n1-c1ccc(N2CCCC2)c([N+](=O)[O-])c1	3%	-10%	?	-30%	0%	-4%	1%	-3%
CCOc1ccc(S(=O)(=O)Nc2ccc3c(c2)CCCN3C(=O)c2cccs2)cc1	/	-1%	-3%	/	/	/	-3%	1%
CC1CCCCN1C(=O)CSc1nc(N)cc(=O)[nH]1 (centres undefined)	0%	-1%	-10%	/	10%	-3%	-8%	1%
COc1ccc(C(=O)n2nc(-c3ccco3)nc2N)cc1	3%	-1%	13%	-5%	2%	1%	10%	2%
CC(C)Oc1ccc(CNCCC2(C(C)C)CCOC(C)(C)C2)cc1 (centres undefined)	0%	4%	?	/	12%	-13%	1%	1%
CCCCCCC(=O)OC1CC(C)(C)NC(C)(C)C1	/	-14%	-2%	/	4%	-12%	1%&3%	-2%&-14%
COc1ccc(OCCN2C(=O)c3ccccc3C2=O)cc1	6%	4%	-11%	-3%	4%	i	7%	-2%

Two entries from above in another layout.
Order of values – JMJD2E inh | Tau fibril FP | Tau ThT inhib | L3MBTL1 inh | GoLoco inh red | RECQ1 helicase | TRb-SRC2 inh | TexasRed fluor
> Nc1nc(C2CC(=O)OC23CCCCC3)cs1 (centres undefined)
  -3% | 2% | -8% | 16% | 1% | 1% | 2% | 0%
> COc1ccc(C)cc1NC(=O)C(NS(=O)(=O)c1cccs1)c1ccccc1 (centres undefined)
  / | -2% | 5% | / | / | / | -2% | 8%

Some of the compounds tested; rates above refer to the full screens.
